Source: PubChem BioAssay
TDP-43 yeast inh: rescues yeast growth from TDP-43 toxicity; TDP-43 expressing yeast growth rescue, BacTiter-Glo, 24 h; Potency, µM (series often up to 46.1 µM), inactives show at the top dose growth rescue (activation), most hits filed as activators; 410,000 compounds, 1.8% hits; AID 652104; further: potency means the concentration at half of the fitted maximal effect; % of control where 0% means no effect; nearly all actives have a fitted effect of over 50% in size
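Readout is BacTiter-Glo luminescence of cell growth, so inhibitors register as activators. TDP-43-expressing yeast at OD600=0.02 in galactose medium, after raffinose pregrowth to mid-log, were incubated with compound for 24 hr at 30 deg C.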
DRD3 antagonist: D3 dopamine receptor (human) antagonism | max response, negative = inhibition, % | D3R cells, DiscoveRx beta-arrestin luminescence, antagonist mode; hits give low values | 360,000 compounds, 2.5% hits | P35462 | AID 652054; in the data active means max response below about -50%; inconclusive means no clear call, values can overlap the other calls; further: on the % scale 0 is the no-effect control and ±100 the full control effect; mostly tested at two doses, the higher about 12 µM
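Cells plated overnight at 1500 cells/well, then exposed to library compounds with dopamine controls for 90 minutes at 37 degrees C. DiscoveRx reagent added for 30–60 minutes at room temperature; luminescence read, quantitative HTS format.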
Abeta rescue: restores growth of yeast expressing A-beta42 peptide. yeast expressing A-beta42, growth rescue, OD600, 48 h; response scale: 0% DMSO, 100% iron-clioquinol control. Potency, µM (doses to about 46.1 µM), inactives show at the highest dose growth rescue, hits mostly activators. 410,000 compounds, 0.063% hits. AID 1347071; further: potency means the concentration at half of the fitted maximal effect; nearly all actives have a fitted effect of over 55% in size
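Yeast A-beta toxicity model in growth medium with pinned compounds, 48 h at 30 C; growth read as absorbance at 600 nm. Normalized to FeCl3/clioquinol equimolar mix (positive) and DMSO (negative).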
EPAC2 agonist: EPAC2 (human) agonism; Q8WZA2; EPAC2 activation, biochemical qHTS; response scale: 100% = 6.5 mM cAMP response; Potency, µM (top dose mostly 154 µM), for inactives: at the highest dose activation, actives largely listed as activators; 360,000 compounds, 0.079% hits; AID 720711; further: potency means the concentration at half of the fitted maximal effect; nearly all actives have a fitted effect of over 50% in size
Target sequence (Q8WZA2 whole entry, looked up): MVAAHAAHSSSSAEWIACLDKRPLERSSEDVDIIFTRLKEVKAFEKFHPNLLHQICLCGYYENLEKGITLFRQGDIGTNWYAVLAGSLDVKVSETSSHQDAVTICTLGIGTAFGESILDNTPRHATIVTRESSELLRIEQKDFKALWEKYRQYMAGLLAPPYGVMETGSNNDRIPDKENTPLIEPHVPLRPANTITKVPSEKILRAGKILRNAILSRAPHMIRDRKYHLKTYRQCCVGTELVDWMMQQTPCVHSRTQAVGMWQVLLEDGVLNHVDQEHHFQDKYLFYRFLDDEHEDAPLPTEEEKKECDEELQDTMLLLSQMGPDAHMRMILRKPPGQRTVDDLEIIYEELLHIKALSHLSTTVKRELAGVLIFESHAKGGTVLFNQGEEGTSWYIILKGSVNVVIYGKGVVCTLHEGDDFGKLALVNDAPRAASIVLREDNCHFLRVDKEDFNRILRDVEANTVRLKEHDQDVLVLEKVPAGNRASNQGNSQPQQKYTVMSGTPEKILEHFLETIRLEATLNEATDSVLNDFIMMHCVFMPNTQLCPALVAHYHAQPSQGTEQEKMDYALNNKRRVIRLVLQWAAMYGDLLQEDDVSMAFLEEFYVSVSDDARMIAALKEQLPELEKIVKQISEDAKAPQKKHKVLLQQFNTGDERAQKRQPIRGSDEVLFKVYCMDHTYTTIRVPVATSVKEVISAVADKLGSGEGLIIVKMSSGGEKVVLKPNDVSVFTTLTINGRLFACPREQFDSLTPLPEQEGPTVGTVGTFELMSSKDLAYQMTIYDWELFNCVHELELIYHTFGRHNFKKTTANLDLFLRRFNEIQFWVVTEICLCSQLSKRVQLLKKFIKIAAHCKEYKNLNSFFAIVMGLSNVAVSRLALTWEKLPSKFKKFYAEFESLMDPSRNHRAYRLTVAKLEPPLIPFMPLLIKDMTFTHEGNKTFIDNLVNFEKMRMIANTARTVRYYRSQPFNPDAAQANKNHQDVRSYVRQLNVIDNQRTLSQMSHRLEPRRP
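In this primary screen, activation is scored as increased exchange of BODIPY-GDP from Rap1B by 100 nM EPAC2, with 50 uM GDP as competitor. Signal is normalized to the 6.5 mM cAMP agonist control.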
aSyn yeast inh: alpha-synuclein toxicity inhibition in yeast; Yeast expressing alpha-synuclein, growth rescue, BacTiter-Glo, 24 h; Potency, µM (titrated, usually from 46.1 µM), without a hit: at the top dose growth rescue (activation), hits mostly activators; 370,000 compounds, 0.14% hits; further: potency means the concentration at half of the fitted maximal effect; % of control where 0% means no effect; nearly all actives have a fitted effect of over 65% in size
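Screening used galactose-induced yeast with toxic alpha-synuclein levels, exposed to compound for 24 hr at 30 deg C. Cell growth, read with BacTiter-Glo luminescence, gave the measured signal.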
EPAC2 antagonist: antagonists of human EPAC2. Q8WZA2. EPAC2 GEF exchange of Rap1B-BODIPY-GDP, fluorescence. Potency, µM (series often up to 114 µM), inactives show at the top dose activity, negative = inhibition, hits mostly inhibitors. 360,000 compounds, 0.18% hits. AID 720708; further: potency means the concentration at half of the fitted maximal effect; on the % scale 0 is the no-effect control and ±100 the full control effect; nearly all actives have a fitted effect of over 45% in size; many of its hits are not listed in these tables
D3 ag: D3 dopamine receptor (human) agonism. P35462. D3R DiscoveRx beta-arrestin cells, luminescence, 90 min. max activation, %. 410,000 compounds, 0.58% hits; in the data active means max activation above about 30%; further: 0% is about no effect; mostly tested at two doses, the higher about 12 µM
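Agonist mode: compounds and dopamine controls were applied to plated cells for 90 min at 37 degrees C after an overnight attachment at 1500 cells/well. Luminescent read-out followed 30 - 60 minutes at room temperature with DiscoveRx detection reagent.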
FUS yeast rescue: FUS proteinopathy suppression in yeast; S. cerevisiae FUS-expressing, growth rescue, OD600, 24 h; 390,000 compounds, 0.24% hits; Potency, µM (titrated, usually from 76.6 µM), for the others: at the highest dose growth rescue (activation), actives largely listed as activators; AID 1347120;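 further: potency means the concentration at half of the fitted maximal effect; plate controls were DMSO vehicle for no effect and reference control for full effect; nearly all actives have a fitted effect of over 55% in size; some results filed as inactive show a strong effect at the top dose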
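Toxicity suppression screen in FUS-yeast. Cells induced with 2% galactose, starting OD 0.005, treated 24hr at 30C with compounds at multiple final concentrations; growth by OD600.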
* hit, by the source's call; ? = inconclusive; · = no result given; & = joins results of further samples; [ ] = another dose, or the depositor's remark. Unless noted, the call rests on the fitted dose curve; in most records, active means well fitted curve in the direction sought with a large enough effect; inconclusive means small, poorly fitted or top-dose-only effect, or another doubt; inactive means no such curve, though single readings can be large; an effect the other way counts as inactive or inconclusive. The list is partial (hit frequency here may not be typical).

molecule	TDP-43 yeast inh	DRD3 antagonist	Abeta rescue	EPAC2 agonist	aSyn yeast inh	EPAC2 antagonist	D3 ag	FUS yeast rescue
Cc1ccc(NC(=O)CCn2ccc([N+](=O)[O-])n2)nc1	-20.1%	-6.9	-13.7%	-3.6%	0.6%	15.6%	-0.9	14.5%
Cc1ccc(-c2c3c(=O)n(C)c(=O)n(C)c3c3c(C)nc4ccccc4n23)cc1	19.6%	·	-7.9%	·	·	·	-14.1	-1.1%
CCCNC(=O)c1ccccc1NC(=O)CN(c1ccccc1OCC)S(C)(=O)=O	-4.6%	-15.2	-3.2%	-3.4%	-1.0%	8.7%	1.1	8.2%
CCC(C(=O)NCCC(C)C)N(Cc1ccccc1Cl)C(=O)c1snc(C(N)=O)c1N (stereo unspecified)	-34.1%[inhibitor]	5.5	6.2%	24.0%	-5.8%	-1.6%	-6.5	30.4%
CN(Cc1cccc(F)c1)CC(O)COCc1ccccc1Cl (stereo unspecified)	-11.5%[1.82 µM]	0.7	3.1%	5.5%	1.1%	2.6%	3.8	3.0%
CC1S/C(=N/N=C/c2ccco2)N(Cc2ccc(F)cc2)C1=O (stereo unspecified)	17.8%	-18.3	-11.4%	22.3%	-0.1%	2.0%	-2.9	36.0%
O=C(c1cccnc1)N1CCN(c2c(Cl)cccc2[N+](=O)[O-])CC1	9.6%	16.8	1.2%	-1.4%	5.2%	9.8%	1.3	-3.5%
COc1cc(/C=N/n2c(SC)nnc(C(C)(C)C)c2=O)ccc1O	15.2%	0.7	2.6%	-1.3%	-1.7%	4.1%	6.5	2.5%
O=C(NCc1cccnc1)Nc1cccc(Cl)c1Cl	-19.0%	-11.1	3.3%	13.4%	-1.0%	14.4%	-4.2	13.5%
O=C(Cn1c(COc2ccccc2)nc2ccccc21)Nc1cccc(Cl)c1	16.8%	14.2	12.0%	2.2%	-6.1%	25.7%	1.9	44.5%
CC(C)Sc1nnc(NC(=O)c2ccco2)s1	·	3.4	14.2%	2.7%	-8.6%	-0.8%	3.8	22.9%
O=C(Nc1ccccc1)c1cc(C2CCCCN2C(=O)c2ccc3c(c2)CCO3)on1 (stereo unspecified)	0.0%	16.0	-3.9%	8.6%	8.4%	-2.0%	-3.6	24.7%
O=C(COC(=O)COc1ccc(Cl)cc1)Nc1ccc2c(c1)OCCO2	-8.1%	12.3	-12.4%	3.8%	8.1%	2.2%	-4.7	-16.9%
COc1ccc(-c2sc3ccccc3c2-c2ccc(OCCN3CCCCC3)cc2)cc1	?	?	-35.1%[inhibitor]	0.9%	-29.5%	7.1%	-25.6	20.7%
CC(C)S(=O)(=O)c1csc(C(=O)NNC(=O)Nc2ccccc2)c1Cl	-21.3%	-4.7	-9.3%	-1.4%	1.1%	11.2%	-3.6	7.6%
CCOC(=O)N1CCN(C(=O)Cc2cccc3ccccc23)CC1	9.1%	38.2	5.2%	8.8%	0.6%	0.2%[57.1 µM]	1.4	-3.0%
COCCNc1nc2cc(-c3ccc(F)cc3)sc2c(=O)n1C	?	16.1	9.8%	3.2%	2.6%	1.2%	9.5	-0.6%
O=C(O)C1CC(=O)N(c2ccc3c(c2)OCCO3)C1 (stereo unspecified)	-4.3%	-0.5	-17.4%	1.9%	1.7%	-0.3%	5.7	2.7%
CC(=O)Nc1ccc(NC(=O)Cn2c(=O)n(-c3ccc(C)cc3)c(=O)c3oc4ccccc4c32)cc1	-6.8%	15.3	-0.2%	5.8%	-0.9%	3.2%	24.8	12.8%
COC(=O)C1CN(C(=O)C(C)Oc2ccc(C)c(C)c2)c2ccccc2O1 (stereo unspecified)	18.8%	4.0	2.7%	10.6%	5.6%	-19.0%	0.1	1.8%
CC1CCN(C(=O)/C(=C\c2ccccc2F)NC(=O)c2ccccc2)CC1	29.1%	1.0	18.2%	4.5%	8.2%	-12.1%	1.2	-10.3%
COc1cccc(NC(=S)NN=C2CCCCCC2)c1	8.7%	-17.2	11.9%	11.0%	2.4%	-4.9%	0.0	12.0%
O=C(Cc1ccccc1)NN1C(=O)C2C3C=CC(C3)[C@@H]2C1=O (stereo partly specified)	20.9%	-11.0	25.2%	14.9%	0.9%	-2.2%	3.8	·
O=C(O)c1cccc(Cn2cc(Br)cn2)c1	?	-1.2	4.0%	-2.2%	-6.9%	-5.8%	0.2	2.0%
COc1ccc(CNc2oc(COc3ccc(Cl)cc3)nc2C#N)cc1	?	2.1	16.7%	6.5%	16.4%	-14.3%	2.0	·
O=C(CSc1cccc[n+]1[O-])N1CCCc2ccccc21	10.3%	-17.1	-10.3%	8.4%	-2.4%	2.4%	-1.1	3.2%
CCOC(=O)C1=C(CS(=O)(=O)c2ccccc2)NC(=O)NC1c1ccc(OC)c(OC)c1 (stereo unspecified)	-22.8%	-4.3	3.5%	6.3%	-8.9%	-0.8%	3.6	-2.3%
Clc1ccc(CN2CCCCCCC2)cc1Cl	-5.2%	-90.5*	-0.5%	-0.2%	-1.4%	-2.6%	-1.0	4.4%
Cc1ccccc1NS(=O)(=O)c1ccc(C(=O)NCc2ccccc2CN2CCCC2)cc1	0.4%	-12.9	0.4%	0.2%	-1.5%	1.2%	-6.7	9.9%
COc1cc(CC(=O)OCC(=O)NC2CCCC2)cc(OC)c1OC	12.4%	2.2	-1.6%	1.1%	0.7%	2.3%	0.6	-11.1%
COc1ccc(OC)c(-c2noc(N3CCN(c4cc(C)ccc4C)CC3)n2)c1	21.0%	·	-3.9%	·	·	·	4.3	16.2%
COC(=O)/C(C(C)=O)=C(\C=C\N(C)C)N(C)C	-0.7%	18.2	8.7%	8.8%	-5.3%	1.5%	12.2	-23.9%
CC1CCCC(C)N1/N=C/c1ccccc1F (stereo unspecified)	-3.0%	-16.1	-22.8%	-3.4%	-0.2%	-0.4%	-2.4	14.4%
Cn1cnc(S(=O)(=O)N2CCCCC2c2cc(C(=O)Nc3cccc4c3CCCC4)no2)c1 (stereo unspecified)	23.0%	-20.6	2.3%	8.2%	12.4%	-0.7%	-7.1	28.7%
Cc1ccc(Cl)cc1NC(=O)Cn1c(C)csc1=O	18.9%	4.6	1.0%	-3.1%	7.2%	3.5%	-2.0	11.9%
Cc1ccc(C2=NN(S(C)(=O)=O)C(c3ccc4nccnc4c3)C2)cc1 (stereo unspecified)	14.3%	13.3	-13.3%	-0.6%	-0.7%	-6.1%	-4.0	-6.1%
COc1ccccc1C(=O)Nc1sc(C(=O)N2CCCC2)c(C)c1C#N	-10.3%[9.22 µM]	-2.1	12.5%	5.3%	0.2%	-1.9%	5.7	8.5%
COc1cc(OC)cc(C(=O)NC(=S)N2CCN(c3ccc(C(F)(F)F)cc3[N+](=O)[O-])CC2)c1	9.7%	-28.6	3.2%	-4.1%	-0.9%	-10.3%	-17.2	-11.8%
NC(=O)C1CCN(CC(=O)Nc2ccccc2N2CCOCC2)CC1	13.5%	-29.1	4.8%	3.2%	2.1%	0.9%	4.0	-9.9%
Cn1nc(C(=O)Nc2ccc3c(c2)OCO3)c2ccccc2c1=O	25.2%	0.7	1.0%	-2.8%	-5.8%	-12.5%	2.3	1.1%
Cn1cc(C(=O)c2cccc(Cl)c2)cc1C#N	12.7%	3.5	-10.2%	2.4%	0.3%	?	5.9	7.7%
COc1ccc(NC(=O)CN(C)C(=O)c2cc(C3CC3)nn2-c2ccccc2)cc1	15.1%	-0.6	1.4%	8.8%	-9.0%[1.84 µM]	-6.0%	-7.0	40.9%
O=C(c1ccc2c(c1)OCO2)N(c1ccccc1)C1C=CS(=O)(=O)C1 (stereo unspecified)	-12.4%	0.0	4.8%	1.9%	5.6%	0.2%	-1.5	-3.3%
Cc1cc(C)n(CCC(=O)N2CCN(S(=O)(=O)c3ccccc3)CC2)n1	-0.7%	5.2	-8.9%	9.4%	-3.0%	10.9%	17.6	15.9%
COc1ccccc1-n1c(=S)[nH]c2c(sc(=S)n2-c2ccccc2)c1=O	-21.3%	-22.4	6.5%	-0.4%	-0.7%	-1.6%	-5.9	20.0%
COc1ccc(C2NC(=O)NC(C)=C2C(=O)Nc2cc(C)ccc2C)cc1OC (stereo unspecified)	19.9%	2.1	9.7%	2.7%	5.8%	6.5%	5.2	14.4%
COC(=O)c1ccc(NC(=O)CCS(=O)(=O)c2ccc(Br)s2)cc1	17.3%&0.3%	2.5	-12.0%&15.6%	-3.5%	7.5%	1.1%	-10.0&-2.4	22.7%&28.7%
O=C(NCc1cccnc1)C(=O)NCC1OCCN1S(=O)(=O)c1ccccc1 (stereo unspecified)	-8.9%	-1.9	-10.0%	0.8%	-0.5%	4.8%	-4.5	-14.9%
Nc1ccccc1Nc1cc(-c2ccccc2)nn1-c1ccccc1	-8.2%	29.5	6.9%	26.8%	-28.2%	-13.4%	-13.8	·
Cc1coc2c(C)c3oc(=O)c(CC(=O)NCCc4ccc(Cl)cc4)c(C)c3cc12	6.6%	·	-21.9%	·	·	·	3.5	11.4%

Continuation:
molecule	TDP-43 yeast inh	DRD3 antagonist	Abeta rescue	EPAC2 agonist	aSyn yeast inh	EPAC2 antagonist	D3 ag	FUS yeast rescue
CCOc1ccccc1-n1nnc(-c2nc(-c3ccccc3C)no2)c1C	10.1%	·	-16.7%	·	·	·	-4.5	2.2%
CCOC(=O)Cc1csc(NC(=O)CSc2nnnn2-c2ccc(C)cc2C)n1	-11.3%	16.0	6.4%	-7.5%	-0.5%	0.5%	-5.5	24.0%
CCOC(=O)c1c(-c2ccc(-c3ccccc3)cc2)csc1NC(=O)CNCCN(C)C	-4.4%	15.1	-63.0%[inhibitor]	-7.2%	-49.8%[inhibitor]	-24.0%	1.7	?
CCOC(=O)C(=O)Nc1cccc(C(=O)OCC)c1	-9.0%	-11.1	9.2%	4.1%	1.5%	14.7%	-0.9	9.0%

Looked up above.
For TDP-43 yeast inh, CCOC(=O)c1c(-c2ccc(-c3ccccc3)cc2)csc1NC(=O)CNCCN(C)C reads -4.4%
For EPAC2 antagonist, CCOC(=O)Cc1csc(NC(=O)CSc2nnnn2-c2ccc(C)cc2C)n1 reads 0.5%
